TCR CD3 inh: inhibitors of human TCR-CD3 interaction, primary screen, biochemical, fluorescence, TAMRA-labeled TCR probe. T-cell receptor (TCR). inhibition, % at 9.4 µM. hit rate 0.37% among 360,000. AID 651800, 2012; in the data active = inhibition above about 19%;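 note: recombinant mutant TCR 2C K166C tagged with TAMRA read by polarization; 0% = receptor in buffer alone and 100% = receptor with positive control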
HTRA1 inhibitor: HTRA1 serine protease inhibitors, primary screen, biochemical, fluorescence polarization, HTS. Q92743. recombinant HTRA1, FP-rhodamine activity-based probe. inhibition, % at 5.96 µM. hit rate 0.5% among 340,000. AID 504803, 2011; in the data active = inhibition above about 36%;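 note: 0% = enzyme with DMSO and 100% = wells lacking enzyme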
GC-A act: GC-A stimulated cGMP production enhancers – HEK293 GC-A cells, cGMP TR-FRET, EC30 ANP, primary screen; activation, % at 10 µM; hit rate 0.14% among 370,000; 0% at EC30 ANP, 100% saturating ANP; AID 1671463, 2021; in the data active = activation above about 40%
PRMT1 inh: PRMT1 methyltransferase inhibitors, primary screen, biochemical, fluorescence polarization. Protein arginine N-methyltransferase 1 (Homo sapiens), Q99873. recombinant PRMT1, activity-based probe fluorescence polarization. inhibition, % at 2.79 µM. hit rate 1.3% among 370,000;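 active = inhibition above about 21% made by adding two undisclosed values, limit read from the data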
rCAG RNA binder: binders of r(CAG) RNA repeats, primary screen, biochemical, fluorescence; r(CAG) RNA repeat, TO-PRO-1 dye displacement fluorescence; inhibition, % at 3 µM; hit rate 1.3% among 370,000;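 active = inhibition above the plate cutoff, the mean of all test compounds on that plate plus 3 SD, cut at about 35% in these data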;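 note: 0% = DMSO alone and 100% = 100 µM mitoxantrone as full dye displacement; higher means more dye released from RNA so lower well fluorescence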
NPR2 activator: human GC-B receptor activators, primary screen, HEK293 GC-B cells, cGMP TR-FRET, EC30 CNP; Atrial natriuretic peptide receptor 2 (Homo sapiens), P20594; 0% at EC30 CNP, 100% saturating CNP; activation, % at 10 µM; hit rate 0.11% among 370,000;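 active = activation at 10 µM reaching about 35% in either raw or pattern-adjusted values, limit read from the data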
ABHD4 inh: ABHD4 inhibitors, primary screen, biochemical, fluorescence polarization, mouse; purified mABHD4, FP-Rh probe fluorescence polarization; inhibition, % at 8.92 µM; hit rate 0.54% among 370,000;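 active = inhibition exceeding the mean over every tested compound plus 3 SD, cut at about 30% in these data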;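 note: 0% = plate median of compound wells and 100% = S159A mutant with DMSO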
Target sequence (Q8VD66 whole entry, looked up): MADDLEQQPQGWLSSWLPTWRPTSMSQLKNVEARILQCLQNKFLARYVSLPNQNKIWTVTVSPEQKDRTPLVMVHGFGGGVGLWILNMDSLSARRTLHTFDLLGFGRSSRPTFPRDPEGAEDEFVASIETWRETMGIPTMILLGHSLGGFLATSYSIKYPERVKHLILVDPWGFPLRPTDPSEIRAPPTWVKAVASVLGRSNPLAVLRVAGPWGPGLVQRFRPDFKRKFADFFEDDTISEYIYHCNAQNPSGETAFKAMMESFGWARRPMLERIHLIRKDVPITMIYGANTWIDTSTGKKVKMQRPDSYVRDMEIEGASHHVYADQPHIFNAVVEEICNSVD
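system = mouse ABHD4 enzyme, wild type | medium = HEPES pH 7.0, NaCl, Pluronic buffer | also added = FP-Rh probe | incubation = Enzyme–compound pre-incubation 45 min, then probe 60 min, both 25 °C | technique = fluorescence polarization, excitation 525 nm, emission 598 nm, BODIPY TMR filters | controls = S159A mutant high control, sample median low control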
MBD2 inh: inhibitors of MBD2 binding to methylated DNA, primary screen, biochemical, TR-FRET, DNA-binding domain, human; Methyl-CpG-binding domain protein 2 (Homo sapiens), Q9UBB5; MBD2 binding to methylated oligonucleotide; inhibition, % at 4.4 µM; hit rate 0.31% among 370,000; in the data active = inhibition above about 13%
SIAE primary: human SIAE inhibitors, primary screen, biochemical, fluorescence polarization, FP-Rh probe, 1536-well HTS; SIAE FP-Rh probe binding; inhibition, % at 9.66 µM; hit rate 0.69% among 370,000; AID 1053197, 2014;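 active = inhibition above a cutoff: mean of compounds within the control limits plus 3 SD of those, cut at about 17% in these data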;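 note: 0% = plate median of compound wells and 100% = probe without SIAE protein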
UHRF1 binding: UHRF1 methylated DNA binding inhibitors, primary screen, counter-screen for MBD2 inhibitor project, biochemical, TR-FRET, human UHRF1, single concentration | inhibition, % at 4.4 µM | UHRF1 binding to methylated oligo | AID 687016, 2013 | hit rate 0.75% among 370,000; in the data active = inhibition above about 21%;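 note: UHRF1 SRA domain binding a hemimethylated CpG hairpin DNA probe; 0% = median of test compound wells and 100% = reference inhibitor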
Target sequence (Q96T88 whole entry, looked up, the tested form may be a part): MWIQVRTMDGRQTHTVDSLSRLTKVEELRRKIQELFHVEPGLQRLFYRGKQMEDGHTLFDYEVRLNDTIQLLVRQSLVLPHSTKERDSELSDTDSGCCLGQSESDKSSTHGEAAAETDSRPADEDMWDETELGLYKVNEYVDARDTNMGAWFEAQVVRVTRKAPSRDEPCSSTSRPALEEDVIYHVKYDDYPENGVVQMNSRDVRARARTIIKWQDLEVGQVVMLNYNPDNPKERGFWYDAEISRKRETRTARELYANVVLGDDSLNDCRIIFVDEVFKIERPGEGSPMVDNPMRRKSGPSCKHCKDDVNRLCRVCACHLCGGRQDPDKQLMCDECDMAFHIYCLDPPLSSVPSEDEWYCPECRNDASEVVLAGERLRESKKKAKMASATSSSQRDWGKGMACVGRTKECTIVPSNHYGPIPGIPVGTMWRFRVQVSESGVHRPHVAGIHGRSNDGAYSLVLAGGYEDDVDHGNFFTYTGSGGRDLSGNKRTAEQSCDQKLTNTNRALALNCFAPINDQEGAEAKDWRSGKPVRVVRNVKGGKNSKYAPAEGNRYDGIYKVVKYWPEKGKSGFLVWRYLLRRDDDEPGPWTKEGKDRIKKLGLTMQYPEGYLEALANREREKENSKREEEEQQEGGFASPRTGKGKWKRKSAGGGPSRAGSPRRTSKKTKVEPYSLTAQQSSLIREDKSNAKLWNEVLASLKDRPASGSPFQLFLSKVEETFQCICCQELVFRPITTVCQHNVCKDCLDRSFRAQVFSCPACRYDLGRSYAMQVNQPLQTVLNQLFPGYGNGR
Starred values were filed as active, the others as inactive; / = no result given. An excerpt. The share of hits here may be higher or lower than overall.

SMILES	TCR CD3 inh	HTRA1 inhibitor	GC-A act	PRMT1 inh	rCAG RNA binder	NPR2 activator	ABHD4 inh	MBD2 inh	SIAE primary	UHRF1 binding
N/C(=N\NC(=O)c1cccs1)c1cc2cc(Cl)ccc2oc1=O	-1	13	-4	2	9	-2	11	0	2	-5
Oc1ccc(N=Nc2ccc3c(c2)OCCO3)c2ncccc12	2	58*	3	-6	9	-5	23	-7	14	-6
O=C(CCc1c[nH]c2ccccc12)NC1CC1	2	2	3	-1	1	1	8	-3	1	-2
Cc1cnc(C(=O)Nc2cc(S(=O)(=O)N3CCOCC3)ccc2N2CCN(C)CC2)cn1	8	-1	2	-4	-4	1	9	1	2	-3
Cc1nn(CC(=O)OCCOc2ccc(Br)cc2)c(C)c1[N+](=O)[O-]	4	0	-5	-4	-5	4	-5	0	3	1
CCOC(=O)N1CCN(C(=O)C[C@@H]2C(=O)N3CCCC4=C3[C@@]2(C(=O)OC)CCCC4)CC1	/	/	4	5	2	4	-4	-3	-3	-2
COC(=O)CSc1nnc(CNc2nc(-c3ccccc3)cs2)n1C	4	4	3	4	1	-5	-8	0	0	1
Cc1ccc(C(=O)N/N=C/c2cccnc2)cc1Cl	1	-2	6	3	1	-3	-4	-3	-2	-3
O/N=C/c1ccc2ccccc2c1	6	-5	0	-3	-1	-1	-1	0	3	-3
CCSc1ccc(/C(N)=N/OC(=O)c2cccs2)cn1	11	-13	6	0	-1	0	-1	-2	-2	1
COc1ccc(/C=C2\SC(N3CCCCC3)=NC2=O)cc1OC	-4	4	-1	2	3	5	-2	-7	-1	-2
CCCC1CCC2(CC1)CCC2OC(=S)Nc1cccc(C(F)(F)F)c1 (centres undefined)	/	/	1	2	/	1	-5	0	-1	5
COc1cc(CN2CCC(n3nccc3NC(=O)C3CCOC3)CC2)ccc1F (centres undefined)	2	9	0	-4	-4	-3	-3	0	4	-2
Cc1ccc2nc(NC(=O)c3ccc(-c4nc5ccccc5s4)s3)sc2c1	-2	-5	1	0	1	4	4	-2	1	-1
Cn1c(=O)c2c(nc(N3CCN(c4ccccn4)CC3)n2Cc2ccccc2Cl)n(C)c1=O	0	-5	7	0	10	9	1	4	6	8
Cc1cc2c(cc1C)C(c1ccsc1)CC(=O)N2 (centres undefined)	2	2	2	5	-3	1	-1	5	-6	0
O=C(O)c1ccc(CSCc2c(F)cccc2Cl)o1	3	0	2	0	2	0	4	-5	4	-4
O=C(O)c1ccc(S(=O)(=O)N2CCOCC2)o1	-1	6	-2	1	1	5	8	0	-1	2
N#Cc1c2c(c(-c3ccco3)[nH]c1=O)CCCC2	5	3	3	46*	14	0	21	-4	8	1
O=C(CSc1nnc2ccccn12)NNC(=O)c1ccccc1F	-6	6	3	-2	0	6	0	-3	1	2
COc1ccc(C2c3[nH]c4ccccc4c3CCN2C(=O)Cc2nonc2C)c(F)c1 (centres undefined)	-8	-20	12	-3	4	19	-15	-5	-4	0
CCOC(=O)Cn1c(=N)n(Cc2ccccc2F)c2ccccc21	5	8	-12	-2	8	-13	-3	-5	0	-1
O=[N+]([O-])c1ccc(C2=Nc3cc(Cl)ccc3OC2)cc1	-1	-3	4	18	4	-3	10	4	8	-1
Cc1ccc(S(=O)(=O)N2CCN(C(=O)COC(=O)COc3ccc(Cl)cc3C)CC2)c(C)c1	6	-15	2	1	4	-4	-6	1	1	-2
CC(=O)c1coc2ccc(OCC(=O)O)cc12	2	-1	-5	-2	-1	8	-2	2	1	2
SMILES	TCR CD3 inh	HTRA1 inhibitor	GC-A act	PRMT1 inh	rCAG RNA binder	NPR2 activator	ABHD4 inh	MBD2 inh	SIAE primary	UHRF1 binding
COc1ccc(N2CC(C(=O)N(CC(C)C)c3c(N)n(Cc4ccccc4)c(=O)[nH]c3=O)CC2=O)c(OC)c1 (centres undefined)	6	3	4	2	-10	2	4	-4	-2	-1
Cc1cccc(NC(=O)CCN2C(=O)C3C4CCC(C4)C3C2=O)c1C (centres undefined)	-2	1	3	-1	-6	-2	-3	-6	-3	-1
O=c1cc(N2CCCCCC2)[nH]c(=O)n1-c1ccccc1Cl	7	-4	3	-3	0	4	2	1	0	-1
Cc1ccccc1NS(=O)(=O)c1cc(C(=O)Nc2cccnc2)ccc1C	-2	-12	-3	6	3	4	0	5	-7	1
Cn1c(O)c(C=Nc2ccc(N3CCOCC3)cc2)c(=O)n(C)c1=S	-10	5	1	-1	6	-5	-9	-2	0	-4
CCn1c(/C=C/c2ccccc2[N+](=O)[O-])nc2ccccc2c1=O	-8	2	5	4	3	2	1	1	-16	2
COCCN(C(=O)CSc1nnc(Nc2ccc(C)cc2)s1)c1c(N)n(CC(C)C)c(=O)[nH]c1=O	-2	2	1	4	-3	-1	0	-4	2	2
CC(C)c1ccc(NC(=O)Nc2nc(C(N)C(C)C)cs2)cc1 (centres undefined)	11	/	2	-3	31	4	15	-7	4	-3
COC(=O)c1cc2c(c3c4cc(OC)ccc4n(S(=O)(=O)c4ccc(F)cc4)c13)C(=O)N(Cc1ccccc1)C2	-1	/	2	-7	18	-1	-17	-2	-8	-2
O=C(CSc1ccc2c(c1)OCCO2)NCCc1ccc(Cl)cc1Cl	0	-20	-7	11	-3	-5	-4	-2	-2	2
CC(C)c1ccc(NC(=O)C2(C)Cc3c(-c4ccccc4)ccnc3O2)cc1 (centres undefined)	3	/	-1	1	5	4	-1	-3	0	2
CC(Oc1ccccc1)C(=O)Nc1nnc(S(=O)(=O)Nc2ccccc2)s1 (centres undefined)	5	-2	0	-1	8	1	-6	-3	0	1
CCC(Oc1ccc2c(c1)C(=O)CC(C)(C)O2)C(=O)NCCN1CCCCCC1 (centres undefined)	-5	-2	0	7	-1	3	8	3	-8	8
CCOC(=O)/C(=C/c1ccc(OC(=O)c2ccncc2)cc1)C(C)=O	3	8	8	0	-1	2	-1	-5	0	-1
CCCCOc1ccc(C(=O)NCCN2CCC(n3c(=O)[nH]c4ccccc43)CC2)cc1	-4	/	-1	-2	-1	2	29	5	-2	17
Cc1ccc(Cl)c2sc(NC(=O)C3=COCCO3)nc12	4	-22	-8	1	9	-10	-12	0	-38	-3
CC(OC(=O)COc1ccccc1[N+](=O)[O-])C(=O)Nc1ccc(N2CCOCC2)cc1 (centres undefined)	7	1	-3	1	-3	-2	-1	-4	-1	-3
CCN(CC)S(=O)(=O)c1ccc(NC(=O)c2cc(C(=O)OC)cc([N+](=O)[O-])c2)cc1	3	-3	-3	-1	1	2	6	0	-11	-1
Cc1cc(C)c2c(=O)c3c(oc2c1)C(=O)N(CCO)C3c1cccc(O)c1 (centres undefined)	-2	-2	-1	-2	1	-3	1	0	0	-1
CCn1c(CNC(=O)c2cc(OC)c(OC)c(OC)c2)cc2cc(C)ccc21	-1	-5	6	-3	-1	6	13	6	-4	-1
O=S(=O)(NCc1cccnc1)c1ccc2c(c1)OCCO2	-1	-1	5	0	2	3	-1	5	-4	-2
CCOC(=O)N1CCN(C(=O)C2CCN(S(=O)(=O)c3c(C)cc(C)cc3C)CC2)CC1	5	-3	4	3	-4	2	-1	-3	1	-2
CC(C)CCN1C(=O)c2ccc(C(=O)N3CCCCC3)cc2C1=O	5	-5	5	0	-14	1	0	-5	-4	-4
CCOC(=O)c1ccc(-c2ccc(-c3cc(=O)oc4cc(OC)c(OC)c(OC)c34)cc2)cc1	0	-2	2	3	3	1	7	4	0	3
C=CCSc1nnc(CNC(=O)c2ccc(Cl)cc2)n1CC	2	-2	5	3	-7	5	-4	6	0	1
SMILES	TCR CD3 inh	HTRA1 inhibitor	GC-A act	PRMT1 inh	rCAG RNA binder	NPR2 activator	ABHD4 inh	MBD2 inh	SIAE primary	UHRF1 binding
CCc1nc2ccc(C(=O)N3CCN(c4ccccc4)CC3)cn2c1N(C)CCC(C)C	-7	/	-2	4	0	0	-9	3	5	0
Cc1ccc(N(Cc2cc(=O)[nH]c3ccccc23)C(=O)CCl)cc1	9	-7	-42	6	11	-6	2	2	9	0
CN(Cc1ccccc1)C1=CC(=[N+]2CCCCC2)CC(C)(C)C1	2	-4	3	1	1	2	4	4	4	13
CCCCn1c(SCC(=O)NC(C)(C)C)nnc1-c1ccco1	8	8	2	-2	-5	3	-2	3	10	-1
CC1=NN(C(=O)c2ccccc2Br)C(O)(c2ccc(Cl)cc2)C1 (centres undefined)	28*	23	3	-3	-1	-10	2	2	-8	-2
Cc1cccc(-n2ncc3c(N4CC(C)CC(C)C4)ncnc32)c1 (centres undefined)	-5	-21	-4	11	-1	2	-14	9	0	5
COc1cc(NC(=O)COc2ccc(F)cc2)nc(OC)n1	3	-2	0	-1	-2	-2	-14	-4	1	-5
Cc1ccc(-n2nc(C(=O)O)cc2-c2ccccc2)cc1	2	3	-1	-1	3	2	4	0	-10	1
NC(=S)NN=C1CCC(C2CCCCC2)CC1 (centres undefined)	2	-4	5	1	-2	3	5	0	5	0
CCCn1nc2cc(C(=O)NCc3ccccc3OC)ccc2c1OCC	4	-7	1	-2	-6	-1	-1	1	6	0
CCc1nc(N2CCOCC2)c(C#N)c2c1CCCC2	1	-5	-1	1	-6	-7	-5	0	0	-2
CC1CCCN(C(=O)c2ccc3nc[nH]c3c2)C1 (centres undefined)	6	2	1	-1	-4	-7	2	-2	-6	-2
O=C(O)c1cc(-c2ccccc2)on1	-5	-8	2	2	1	1	-1	3	-16	1
COc1ccccc1N1CC(C(=O)OC(C)C(=O)N2CCCc3ccccc32)CC1=O (centres undefined)	3	-4	-1	1	-8	0	-11	8	2	6
CCOC(=O)C1(Cc2cccc(OC)c2)CCN(C(C)COC)CC1 (centres undefined)	8	2	-1	1	-5	-1	-1	1	2	0
CC(C)c1nnc(NC(=O)COc2ccc3ccccc3c2)s1	5	0	-1	0	-1	-3	-7	-1	-2	-1
CC1(C)C2CCC1(CS(=O)(=O)N1CCCc3ccccc31)C(=O)C2 (centres undefined)	1	-4	0	-1	-9	2	-1	-1	4	-2
CS(=O)(=O)c1ccccc1-c1nnc(NC(=O)Cc2ccccc2)o1	-11	5	1	0	5	1	-14	-4	-2	5
Cc1ccc(C)c(C(=O)CN2C(=O)NC3(CCCCCC3)C2=O)c1	-4	-9	-3	-1	-2	-3	-4	-2	-4	3
CC(NC(=O)c1cccnc1)C(c1cccs1)N1CCOCC1 (centres undefined)	1	4	4	-4	-1	-5	2	-2	-13	-1
COc1ccc(-c2[nH][nH]c(=O)c2NC(=O)c2ccccc2Br)cc1	-2	/	0	2	6	-3	12	-2	2	-8

Quoted from the entries so far for reference:
SMILES	TCR CD3 inh	HTRA1 inhibitor	GC-A act	PRMT1 inh	rCAG RNA binder	NPR2 activator	ABHD4 inh	MBD2 inh	SIAE primary	UHRF1 binding
CS(=O)(=O)c1ccccc1-c1nnc(NC(=O)Cc2ccccc2)o1	-11	5	1	0	5	1	-14	-4	-2	5
Cc1ccc(C)c(C(=O)CN2C(=O)NC3(CCCCCC3)C2=O)c1	-4	-9	-3	-1	-2	-3	-4	-2	-4	3
CC(NC(=O)c1cccnc1)C(c1cccs1)N1CCOCC1 (centres undefined)	1	4	4	-4	-1	-5	2	-2	-13	-1
COc1ccc(-c2[nH][nH]c(=O)c2NC(=O)c2ccccc2Br)cc1	-2	/	0	2	6	-3	12	-2	2	-8

Screens: PubChem BioAssay, several laboratories
